Source: PubChem (Broad Institute)
CFTR F508del cor: correctors of CFTR F508del function in bronchial epithelial cells. CFBE cells, YFP halide quenching; stimulated with forskolin plus potentiator P3; % fluorescence drop versus neutral controls. activity (quench increase), % at 7.58 µM. actives 0.36% (n = 350,000). AID 720511;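 active = mean added fluorescence quench of at least 8% versus neutral control, with both replicates also reaching 8%; inconclusive = only one of the mean or replicate conditions met; inactive = mean below 8% and not both replicates reaching 8%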;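 note: cells transiently co-express mutant CFTR-F508del with the halide-sensitive YFP; corrector assay measuring rescue of mutant channel to the surface after 24 h compound exposure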
miR-122 sensor: blocks miR-122 activity in Huh7 sensor cells; Huh7 miR-122 Renilla luciferase sensor, 48 h; neutral wells = 0, positive control = 100; activation (reporter increase), % at 12.5 µM; actives 0.3% (n = 340,000); AID 602342;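 active = mean replicate activation score at least 90 and every replicate individually at or above 90; inconclusive = only one of the two criteria met; inactive = neither criterion met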;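 note: higher luciferase means less miR-122 activity so hits act as miR-122 inhibitors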
SIRT5 block: sirtuin-5 (human) deacylase inhibition; Q9NXA8; Purified SirT5, succinyl-peptide AMC, trypsin-coupled fluorescence; inhibition, % at 15 µM; actives 1.1% (n = 330,000); AID 652115; in the data active = inhibition above about 15%; inconclusive = no clear call, values can overlap the other calls
Target sequence (Q9NXA8 whole entry, looked up): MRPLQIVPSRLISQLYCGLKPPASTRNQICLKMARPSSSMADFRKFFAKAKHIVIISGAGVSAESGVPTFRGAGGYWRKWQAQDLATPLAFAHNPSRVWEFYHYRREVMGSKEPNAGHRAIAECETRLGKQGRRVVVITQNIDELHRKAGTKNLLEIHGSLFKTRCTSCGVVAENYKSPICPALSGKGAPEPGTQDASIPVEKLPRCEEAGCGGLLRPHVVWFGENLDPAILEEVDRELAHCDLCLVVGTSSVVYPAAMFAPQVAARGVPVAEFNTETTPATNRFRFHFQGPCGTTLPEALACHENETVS
ERAP1 HTS inh: blocks human ERAP1 aminopeptidase activity; inhibition, % at 10.7 µM; Q9NZ08; actives 0.15% (n = 340,000); recombinant ERAP1, Leu-AMC fluorescence, 60 min;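 active = mean replicate inhibition of at least 30%, or all replicates individually reaching that 30% level; inactive = mean below 30% and not every replicate reaching it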;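 note: 0% = neutral control wells and 100% = L-leucinethiol positive control wells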
CASP6 VEID inh: caspase-6 (human) enzyme inhibition | inhibition, % at 12.5 µM | AID 686996 | actives 0.53% (n = 350,000) | purified caspase-6, Z-VEID-R110 cleavage fluorescence;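 active = mean inhibition across replicates at least about 35%, with every replicate also reaching that limit, limit read from the data; inconclusive = only one of the two criteria met; inactive = neither criterion met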;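 note: 0% = median of neutral control wells and 100% = no fluorescence left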
Target sequence (P55212 24-179 limits assumed): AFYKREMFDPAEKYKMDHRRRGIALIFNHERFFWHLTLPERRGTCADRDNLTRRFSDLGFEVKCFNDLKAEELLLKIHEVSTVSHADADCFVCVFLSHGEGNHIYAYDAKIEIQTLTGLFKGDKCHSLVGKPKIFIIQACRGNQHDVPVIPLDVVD
Target sequence (P55212 194-293 limits assumed): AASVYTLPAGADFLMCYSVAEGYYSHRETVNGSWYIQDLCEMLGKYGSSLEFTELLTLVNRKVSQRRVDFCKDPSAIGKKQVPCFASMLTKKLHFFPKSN
DENV2 CPE rescue: inhibitors of DENV2 cytopathic effect; DENV2-infected cells, cytopathic effect rescue, plate reader; CPE inhibition, % at 9.99 µM; actives 1.7% (n = 350,000); AID 651640; in the data active = CPE inhibition above about 20%, passing the limit was not always enough; inconclusive = no clear call, values can overlap the other calls; tested in BHK-21 cells;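 note: 0% = median of neutral control wells and 100% = median of positive control wells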
ERp5 inh: inhibitors of human ERp5; actives 0.05% (n = 350,000); Q15084; ERp5 insulin aggregation, absorbance 650 nm, 90 min; inhibition, % at 9.99 µM; AID 651711;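 active = mean replicate inhibition above about 25%, with every replicate also reaching it, limit read from the data, passing the limit was not always enough; inconclusive = only one of those two criteria met; inactive = neither criterion met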
Target sequence (Q15084 whole entry, looked up): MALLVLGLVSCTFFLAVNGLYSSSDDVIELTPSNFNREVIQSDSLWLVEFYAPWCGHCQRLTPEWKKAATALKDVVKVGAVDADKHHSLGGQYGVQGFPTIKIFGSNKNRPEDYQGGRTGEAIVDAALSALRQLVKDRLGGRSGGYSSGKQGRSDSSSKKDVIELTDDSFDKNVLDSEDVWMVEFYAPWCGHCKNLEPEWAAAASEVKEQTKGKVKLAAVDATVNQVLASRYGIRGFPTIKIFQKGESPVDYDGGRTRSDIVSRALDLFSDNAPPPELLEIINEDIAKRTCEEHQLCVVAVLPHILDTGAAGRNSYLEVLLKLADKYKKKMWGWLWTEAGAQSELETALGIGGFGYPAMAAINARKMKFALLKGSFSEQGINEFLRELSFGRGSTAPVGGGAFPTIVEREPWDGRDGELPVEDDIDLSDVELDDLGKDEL
Numbers without * were called inactive; ? = inconclusive; . = not tested or not shown; [ ] = another dose, or the depositor's remark.

DENV2 CPE rescue | ERp5 inh | CASP6 VEID inh | ERAP1 HTS inh | SIRT5 block | SMILES | CFTR F508del cor | miR-122 sensor
10.8 | 0.4 | -0.1 | -8.8 | -1.2 | COc1ccc(OC)c(CN2CCN(c3ccc(S(=O)(=O)N4CCCC4)cn3)CC2)c1 | -0.8 | 8.9
-2.1 | -0.8 | 1.0 | -2.2 | -5.0 | O=C(COc1ccc(S(=O)(=O)N2CCCC2)cc1)N1CCCC1 | 2.1 | 2.2
0.7 | -0.7 | 0.7 | 1.1 | 12.1 | Cc1cccc(S(=O)(=O)N2C[C@@H]3[C@H](c4ccccc42)[C@H](CO)N3Cc2ccc3c(c2)OCO3)c1 | 3.7 | 0.0[16.7 µM]
-7.3 | 0.6 | 0.8 | -2.9 | -6.0 | CCCCCCCCCCCCC/C=C/[C@@H](O)[C@@H](N)CO | -0.9 | -0.4
-1.7 | -0.2 | -1.4 | 1.1 | -3.9 | COCC#Cc1cnc2c(c1)C(=O)N([C@H](C)CO)C[C@@H](C)[C@H](CN(C)C(=O)c1cccnc1)O2 | -2.6 | 4.0[16.7 µM]
? | -12.2 | 0.7 | -6.5 | 1.0 | Cc1nc2c(-c3ccccc3)c(C)nn2c(C)c1CCC(=O)NCc1ccco1 | 0.6 | 2.5
-1.9 | 8.0 | 0.0 | -0.1 | 0.5 | Cc1ccc(C)c(S(=O)(=O)N2CCC(c3nc4c(nnn4Cc4ccc5c(c4)OCCO5)c(=O)[nH]3)CC2)c1 | 2.8 | -1.0
6.2 | 7.1 | 2.6 | 2.3 | 6.5 | C[C@H](CO)N1C[C@H](C)[C@@H](CN(C)Cc2ccncc2)Oc2ncc(-c3cccc(F)c3)cc2C1=O | 3.2 | 1.5[16.7 µM]
1.4 | 1.6 | -0.9 | -1.0 | -1.2 | O=C(C[C@@H]1C=C[C@H](NC(=O)C2CCC2)[C@@H](CO)O1)Nc1nccs1 | 2.4 | .
2.7 | -1.1 | -1.0 | 2.5 | -1.4 | COC(=O)c1cc(CNC(=O)Cc2ccsc2)ccc1OC | 4.3 | .
. | 5.2 | 1.2 | -1.5 | . | CCn1c(CNC(=O)Cc2ccc(OC)cc2)nnc1SCC(=O)Nc1nccs1 | . | -2.8
. | 6.0 | -0.9 | -8.6 | 0.2 | CCOC(=O)/C(N=Nc1c(C)n(C)n(-c2ccccc2)c1=O)=C(/O)c1ccccc1 | -1.8 | .
-1.5 | 2.3 | -2.1 | 1.2 | -0.6 | Cn1cc(C2N3CC4(C)CN2CC(C)(C3)C4=O)c2ccccc21 (configuration not stated) | 0.5 | 0.3
-1.3 | -2.1 | -0.9 | -2.7 | 12.4 | CC1CCN(Cc2ccc(-c3nnn(CC(=O)Nc4ccccc4Cl)n3)cc2)CC1 | -3.5 | .
-5.9 | -4.4 | 5.3 | 0.0 | -15.2 | Cc1ccc(S(=O)(=O)N(C)C[C@H]2Oc3ccc(NS(=O)(=O)c4ccccc4)cc3C(=O)N([C@@H](C)CO)C[C@@H]2C)cc1 | 1.1 | -5.0[16.7 µM]
4.6 | -10.7 | -1.4 | -0.4 | 9.3 | COc1ccc(CCNC(=O)C2CCN(Cc3nc(-c4ccc(Cl)cc4)oc3C)CC2)cc1OC | -1.6 | -7.9
1.4 | 7.1 | -0.8 | 1.0 | . | C[C@H](CO)N1C[C@H](C)[C@H](CN(C)CC2CC2)OCCCC[C@H](C)Oc2ccc(NC(=O)Nc3ccc(C(F)(F)F)cc3)cc2C1=O | 1.1 | .
-4.0 | -1.0 | -2.5 | -1.8 | 2.4 | CCCCNC(=O)C1CCC(CNc2nc(=S)[nH]c3ccccc23)CC1 (configuration not stated) | -0.2 | 0.9
-18.2 | -2.9 | 0.7 | 5.8 | -0.2 | CCCCNC(=O)CS(=O)Cc1nc(-c2cccc(Cl)c2)oc1C (configuration not stated) | -3.3 | .
? | 1.4 | 4.8 | -0.2 | -0.5 | S=C(Nc1ccc2cn[nH]c2c1)Nc1ccc(Cl)cc1Cl | -1.2 | .
0.3 | 13.0 | 0.4 | -4.1 | -2.0 | Cc1ccc(S(=O)(=O)Nc2ccc3c(c2)CC(=O)N([C@@H](C)CO)C[C@@H](C)[C@H](CN(C)S(C)(=O)=O)O3)cc1 | -3.2 | 4.0[16.7 µM]
-7.6 | 0.8 | 0.0 | -4.6 | 0.4 | CCOCCOC(=O)c1ccc(NC(=O)c2cc(OC)c(OC)c(OC)c2Br)cc1 | -2.2 | 2.0
4.7 | -0.4 | . | 0.2 | . | COc1ccc2c3c([nH]c2c1)[C@@H](CO)N(C(=O)C1CCCC1)CC31CN(C)C1 | 0.4 | .
0.3 | 0.9 | 19.9 | 8.4 | 1.0 | COc1cc(/C=C2\N=C(c3c(-c4ccccc4)noc3C)OC2=O)ccc1OC(C)=O | . | .
6.9 | 0.5 | 0.8 | 5.8 | -2.5 | COc1ccc(NC(=O)Nc2ccc3c(c2)C(=O)N([C@@H](C)CO)C[C@@H](C)[C@@H](CN(C)C(=O)NC2CCCCC2)O3)cc1 | -0.8 | -3.0[16.7 µM]
14.0 | -3.7 | 0.4 | -0.7 | -5.9 | CC(NC(=O)CN1C(=O)NC2(CCCCCCC2)C1=O)c1ccccc1 (configuration not stated) | 3.1 | .
15.8 | 2.9 | -0.9 | 2.9 | -2.8 | Cc1cc(O)cc(O)c1C=NCc1ccco1 | 3.0 | .
8.2 | 0.1 | -1.0 | 1.8 | -1.3 | Cc1noc(C)c1NC(=O)N(C)C[C@@H]1OCCCC[C@@H](C)Oc2ccc(NC(=O)C3CCCCC3)cc2C(=O)N([C@H](C)CO)C[C@@H]1C | 0.6 | 6.0[16.7 µM]
-5.0 | -4.4 | . | 0.1 | 2.3 | CSc1nc2cc(Oc3cccc(Cl)c3Cl)c(Cl)cc2[nH]1 | -3.6 | 6.4
-2.1 | 3.1 | -0.4 | 2.8 | 1.5 | CC(=O)N1CCN(c2ccc(NC(=O)c3cccc(C)c3)cc2)CC1 | -0.8 | 6.5
0.3 | 3.5 | 2.0 | -12.2 | 3.5 | CCCNc1ncnc2c1cnn2C1CCCCO1 (configuration not stated) | . | -11.6
2.1 | 2.5 | 0.0 | -0.3 | -2.1 | Cc1ccccc1NS(=O)(=O)c1nnc(NC(=O)CC(C)C)s1 | 0.0 | -6.8
. | -4.5 | . | -1.5 | -1.2 | CC(=O)N/N=C/c1cc(C(C)(C)C)cc(/C=N/NC(C)=O)c1O | 1.0 | 2.9
6.2 | -0.8 | -6.1 | 3.4 | 1.8 | C=CCn1c(SCC(=O)N2CCCCC2)nnc1-c1ccncc1 | -1.9 | .
4.0 | 5.6 | -0.2 | 1.2 | -1.3 | COCC(=O)N1CC(=O)N2[C@H](CO)[C@@H](c3ccc(C#Cc4cccc(OC)c4)cc3)[C@H]2C1 | -2.8 | .
5.4 | -0.2 | -1.3 | 0.5 | -2.5 | COc1ccccc1N(C)c1cc2c(c3c1ccn3C)C1CCC2C1 (configuration not stated) | -3.7 | 10.3
-8.1 | -6.3 | 12.0 | 6.1 | 0.6 | CC(=O)NC1=NN(C(C)=O)C(C)(CC(=O)OC(C)(C)C)S1 (configuration not stated) | -5.4 | .
? | 3.8 | -2.2 | 11.0 | -3.9 | Nc1ccccc1C#Cc1cnccn1 | 1.1 | .
-9.6 | 13.8 | -0.2 | -1.4 | 21.2* | Cc1cc([N+](=O)[O-])ccc1NC1CCCC1 | -0.4 | -9.1
-2.2 | -6.6 | 4.2 | 1.7 | -0.5 | CCOc1ccc(C(=O)C(C)OC(=O)Cn2[nH]c(=O)c3ccccc3c2=O)cc1 (configuration not stated) | 1.3 | .
-2.9 | 2.3 | 16.6 | 68.3* | 3.1 | CC(=O)N(C1=C(Cl)C(=O)c2ccccc2C1=O)C1CCCCC1 | -5.9 | 5.7
19.1 | -4.1 | 14.2 | -0.2 | -0.8 | COc1cccc(NS(=O)(=O)c2ccc3c(c2)N(C(C)=O)CCS3)c1 | -3.8 | 52.2
-7.9 | 0.5 | -1.6 | -1.4 | -3.5 | CCOC(=O)c1c(NC(=O)c2ccc(N3C(=O)[C@@H]4[C@H](C3=O)[C@H]3C=C[C@@H]4C3)cc2)sc2c1CC(C)CC2 (some centres not stated) | . | .
50.9* | -4.5 | -1.5 | -3.6 | -2.6 | O=C(NCC[C@H]1CC[C@@H](NC(=O)C2CCCCC2)[C@@H](CO)O1)c1ccc(F)cc1 | 0.7 | .
14.3 | 6.2 | 4.1 | -0.4 | 0.9 | CCN(CC)/C(Sc1ccccc1)=C(\C(Cl)=C(Cl)Cl)[N+](=O)[O-] | . | .
-0.6 | -2.2 | -1.3 | -0.7 | -4.4 | COCCNC(=O)C1(C)CCCN(C(=O)c2ccco2)C1 (configuration not stated) | -5.6 | -9.1
2.4 | -8.7 | -2.2 | -5.6 | -0.2 | CSc1ccc(CN2CCN(Cc3ccc([N+](=O)[O-])cc3)CC2)cc1 | -4.2 | -2.0
. | 1.7 | 2.0 | -0.2 | -2.1 | Cn1nc([N+](=O)[O-])nc1Oc1ccccc1F | -3.2 | .
6.6 | -11.4 | -0.6 | 1.0 | -2.2 | Cc1ccccc1S(=O)(=O)Oc1ccc2ccc(O)cc2c1 | 0.0 | 3.0
17.0 | 2.1 | 0.6 | 0.5 | 5.6 | CCOc1ccc(NC(=S)c2ccc3ccccc3n2)cc1 | 2.6 | -2.8
17.2 | 6.7 | -0.4 | -0.6 | -3.4 | C[C@H]1CN([C@@H](C)CO)C(=O)c2cc(-c3cccc(C(=O)N(C)C)c3)cnc2O[C@H]1CN(C)S(=O)(=O)c1cccc(F)c1 | -1.7 | -3.6[16.7 µM]
10.4 | 0.2 | -1.0 | -3.3 | -6.1 | Nc1ccc2nc(-c3cccs3)[nH]c2c1 | 1.8 | 1.7
9.1 | -0.7 | 3.5 | -1.8 | 2.5 | COc1cccc(-c2cccc3c4c([nH]c23)[C@@H]2C[C@H]3[C@@H](C(=O)N2CC4)[C@H](C)ON3C)c1 | -1.4 | .
3.2 | 1.8 | 16.6 | 3.7 | 1.4 | Cc1ccc2nc(SCC(=O)NCc3ccco3)c(C)cc2c1 | . | -1.4
5.8 | 0.0 | -1.1 | . | . | C=CCNCc1ccc(C(=O)NCCCCCCC)cc1[N+](=O)[O-] | -2.9 | 3.7
-6.4 | 1.4 | -1.7 | -3.6 | -0.4 | COc1ccc(CNC(=O)CSc2nc3ccc(C)cc3[nH]2)cc1 | 2.8 | -0.4
1.7 | 1.1 | -1.9 | 1.0 | -0.3 | C[C@@H](NC(=O)C[C@@H]1C[C@H]2c3cc(NC(=O)c4cccnc4)ccc3O[C@H]2[C@H](CO)O1)c1ccccc1 | -0.2 | 4.8[16.7 µM]
7.6 | -1.5 | 1.2 | -1.4 | -3.6 | O=C(NCc1ccc(F)cc1)c1ccc(CS(=O)(=O)c2ccc(Br)cc2)o1 | 1.2 | -2.6
-4.1 | 2.7 | 1.9 | 4.3 | -3.5 | COc1cccc(N=C2C(=O)N3CCCc4cccc2c43)c1 | . | .
10.7 | -7.2 | -0.1 | -1.6 | 4.2 | C[C@H]1CN([C@@H](C)CO)C(=O)c2cccc(NS(C)(=O)=O)c2O[C@@H]1CN(C)S(=O)(=O)c1ccccc1 | 2.5 | 3.6[16.7 µM]

Record cards, as listed above. Values in the order: DENV2 CPE rescue | ERp5 inh | CASP6 VEID inh | ERAP1 HTS inh | SIRT5 block | CFTR F508del cor | miR-122 sensor
`C[C@H]1CN([C@@H](C)CO)C(=O)c2cccc(NS(C)(=O)=O)c2O[C@@H]1CN(C)S(=O)(=O)c1ccccc1` is entered as 10.7 | -7.2 | -0.1 | -1.6 | 4.2 | 2.5 | 3.6[16.7 µM]
`COc1cccc(N=C2C(=O)N3CCCc4cccc2c43)c1` is entered as -4.1 | 2.7 | 1.9 | 4.3 | -3.5 | . | .
`COCC(=O)N1CC(=O)N2[C@H](CO)[C@@H](c3ccc(C#Cc4cccc(OC)c4)cc3)[C@H]2C1` is entered as 4.0 | 5.6 | -0.2 | 1.2 | -1.3 | -2.8 | .
